PAFAH1B2 FP inh = inhibitors of human PAFAH1B2. inhibition, % at 3.39 µM. P68402. recombinant PAFAH1B2, FP-rhodamine activity probe, fluorescence polarization. actives 1.2% (n = 340,000). AID 492953;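 active = inhibition above the mean of all tested compounds plus 3 SD, cut at about 24% in these data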;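 note: 0% = enzyme with DMSO and 100% = wells lacking PAFAH1B2; many of its hits are not listed in these tables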
LYPLA2 counter = blocks human lysophospholipase 2, a PME1 counter-screen; recombinant LYPLA2, FP-Rh probe fluorescence polarization; O95372; actives 0.38% (n = 320,000); inhibition, % at 5.9 µM; AID 2177;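 active = inhibition above the screen-wide mean plus 3 SD, limit set per campaign, cut at about 26% in these data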;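 note: 0% = LYPLA2 with DMSO and 100% = wells lacking LYPLA2 enzyme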
Target sequence (O95372 whole entry, looked up): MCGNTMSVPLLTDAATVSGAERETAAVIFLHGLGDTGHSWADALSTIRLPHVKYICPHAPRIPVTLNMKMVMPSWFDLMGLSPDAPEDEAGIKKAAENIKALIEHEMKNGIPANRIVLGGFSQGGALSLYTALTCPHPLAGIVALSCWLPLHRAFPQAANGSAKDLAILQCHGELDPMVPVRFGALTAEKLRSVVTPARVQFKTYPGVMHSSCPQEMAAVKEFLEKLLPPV
PAFAH1B3 inh = PAFAH1B3 (human) inhibition | actives 0.28% (n = 340,000) | recombinant PAFAH1B3, FP-rhodamine probe, fluorescence polarization | inhibition, % at 3.39 µM | Q15102;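 active = inhibition above the screen-wide average of all tested compounds plus 3 SD, cut at about 25% in these data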;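 note: 0% = enzyme with DMSO only and 100% = wells lacking PAFAH1B3 protein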
Target sequence (Q15102 whole entry, looked up): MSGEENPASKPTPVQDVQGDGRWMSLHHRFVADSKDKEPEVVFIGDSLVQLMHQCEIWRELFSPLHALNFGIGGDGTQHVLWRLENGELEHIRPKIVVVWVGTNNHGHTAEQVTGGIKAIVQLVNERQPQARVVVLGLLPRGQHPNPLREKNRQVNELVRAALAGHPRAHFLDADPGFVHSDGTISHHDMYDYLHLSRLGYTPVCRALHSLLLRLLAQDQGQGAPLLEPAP
PAD4 inh = inhibitors of human PAD4 | Q9UM07 | recombinant PAD4, RCA probe fluorescence polarization | inhibition, % at 6.36 µM | actives 0.41% (n = 330,000);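 active = percent inhibition above a cutoff equal to the mean of all tested compounds plus 3 SD, cut at about 15% in these data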;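 note: 0% = PAD4 with RCA probe and DMSO and 100% = probe without PAD4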
LYPLA1 inh = blocks human lysophospholipase 1, a PME1 counter-screen. O75608. recombinant LYPLA1, FP-Rh probe fluorescence polarization. inhibition, % at 5.9 µM. actives 0.16% (n = 320,000). AID 2174;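 active = inhibition above the mean of all tested compounds plus 3 SD, set per campaign, cut at about 14% in these data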;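 note: inhibitors block serine hydrolase probe labeling of LYPLA1 so polarization falls; 0% = enzyme with DMSO and 100% = wells lacking LYPLA1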
Target sequence (O75608 whole entry, looked up): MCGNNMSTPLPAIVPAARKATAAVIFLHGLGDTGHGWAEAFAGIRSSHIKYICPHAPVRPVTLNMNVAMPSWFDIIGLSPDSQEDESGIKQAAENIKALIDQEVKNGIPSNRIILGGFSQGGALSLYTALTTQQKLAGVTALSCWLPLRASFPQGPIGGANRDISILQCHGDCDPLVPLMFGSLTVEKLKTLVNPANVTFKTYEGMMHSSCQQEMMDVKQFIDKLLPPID
pPAFAH FP inh = pPAFAH (human) enzyme inhibition. Q13093. recombinant pPAFAH, FP-rhodamine probe fluorescence polarization. inhibition, % at 3.39 µM. actives 1.5% (n = 330,000). AID 463082;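 active = inhibition above the mean inhibition across the screen plus 3 SD, cut at about 25% in these data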;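 note: inhibitors block binding of the rhodamine activity-based probe so polarization drops; 0% = enzyme with DMSO and 100% = wells lacking pPAFAH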
GSTO1 counter = blocks human GSTO1 in RBBP9 counter-screen. AID 1974. recombinant GSTO1, activity-based probe fluorescence polarization. actives 1.1% (n = 300,000). P78417. inhibition, % at 5.96 µM;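 active = inhibition above the campaign mean inhibition plus 3 SD, cut at about 35% in these data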;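 note: 0% = GSTO1-1 with DMSO and 100% = wells lacking GSTO1-1 enzyme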
PREPL inhibitor = inhibitors of human prolyl oligopeptidase-like enzyme PREPL; Q4J6C6; AID 2751; actives 0.68% (n = 320,000); recombinant PREPL, fluorescence polarization activity-based probe; inhibition, % at 5.96 µM; in the data active = inhibition above about 43%;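 note: 0% = enzyme with DMSO and 100% = wells lacking enzyme; many of its hits are not listed in these tables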
PAFAH2 FP inh = inhibitors of human PAFAH2. AID 492956. recombinant PAFAH2, FP-rhodamine activity probe, fluorescence polarization. actives 0.99% (n = 340,000). inhibition, % at 3.39 µM;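 active = inhibition above the mean over all tested compounds plus 3 SD, cut at about 30% in these data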;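 note: inhibitors block probe labeling of enzyme so polarization drops; 0% = enzyme with DMSO and 100% = wells lacking PAFAH2 protein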
Active calls of the source: *; · = not tested or not shown.

entry	SMILES	PAFAH1B2 FP inh	LYPLA2 counter	PAFAH1B3 inh	PAD4 inh	LYPLA1 inh	pPAFAH FP inh	GSTO1 counter	PREPL inhibitor	PAFAH2 FP inh
1	COc1ccc(CCN(C)Cc2c(O)ccc3cc(Br)ccc23)cc1OC	36*	-3	9	8	0	11	2	-3	-2
2	Cc1ccc(S(=O)(=O)Nc2ccncc2)c(C)c1N(C)S(=O)(=O)c1ccc(Cl)cc1	4	2	3	-4	2	-1	-4	-1	-2
3	O=C1CC(c2ccsc2)Sc2ccccc2N1 (centres undefined)	1	0	-2	4	1	1	0	-8	-2
4	CC1CC(C)(C)NC(=S)N1CC(=O)NCc1ccc(F)cc1 (centres undefined)	1	1	5	1	-1	2	8	1	-3
5	COC(=O)c1ccc(COC(=O)CCC(=O)c2cccs2)cc1	4	3	6	0	-3	-5	4	-8	8
6	CCC1CCCCN1C(=O)CSc1nc2c(c(=O)n1C)SC(C)C2 (centres undefined)	-1	6	-2	-3	-1	2	2	11	1
7	COc1ccccc1C1(CC(=O)N2CCOCC2)CCOC(C(C)C)C1 (centres undefined)	-4	5	4	4	0	0	5	21	4
8	COc1ccc(/C=C(/C#N)C(=O)Nc2cccc([N+](=O)[O-])c2)cc1C(=O)O	2	10	3	-3	0	0	-3	5	5
9	CCCCN(Cc1cc2ccccc2[nH]c1=O)C(=O)c1ccccn1	5	-4	-4	9	-1	-1	5	-6	-7
10	O=C(O)C1=C(OCc2ccc(F)c(F)c2)C(=O)NCC1	·	1	·	-1	0	1	3	-1	·
11	COc1cc2cnc(-c3ccccc3)c(-c3ccc([N+](=O)[O-])cc3)c2cc1OC	-2	6	-1	-2	2	8	·	16	-3
12	CN(C)S(=O)(=O)c1cccc(NC(=O)CSc2nc3ccccc3[nH]2)c1	3	-2	1	-4	1	2	0	-12	12
13	CSc1nnc(-c2ccc(C(F)(F)F)cn2)o1	·	1	·	-4	0	-6	2	6	·
14	CN(C)c1ccc(C(C[N+](=O)[O-])c2c(N)n(C)c(=O)n(C)c2=O)c(F)c1C#N (centres undefined)	4	2	0	-1	0	10	19	2	0
15	COc1ccc(C(=O)C2CCCN(Cc3cnc(N4CCCC4)s3)C2)cc1OC (centres undefined)	3	6	1	-6	-4	0	3	2	9
16	Cn1c(=O)cc(OCC(=O)NCCC2=CCCCC2)c2ccccc21	6	6	3	-1	1	4	-6	4	2
17	O=C(CCNC(=O)c1ccccc1Cl)Nc1nnc(C2CC2)s1	-1	3	9	-6	-1	-1	3	4	-1
18	CC(=O)Nc1ccc(Oc2ccccc2)cc1	2	-3	3	-6	-2	5	9	4	7
19	O=C(CNS(=O)(=O)c1ccccc1)Nc1ccc(C(F)(F)F)cc1	1	-1	-1	5	0	2	-1	-4	-15
20	O=C(O)c1[nH]nc2c1COc1ccccc1-2	4	-1	1	-5	0	2	-6	-11	1
21	O=S(=O)(N/N=C1\CC(c2ccccc2)Oc2ccccc21)c1ccccc1 (centres undefined)	2	2	5	5	0	12	4	-4	3
22	CCOc1ccc(C(=O)CN2CCN(S(=O)(=O)c3ccc(F)cc3)CC2)cc1	4	6	2	-2	0	3	5	8	-3
23	COc1cc(NC(=O)c2c(OC)cccc2OC)ccc1NC(=O)c1cc2ccccc2o1	-4	-13	0	0	-11	10	7	10	7
24	CCOC(=O)c1c(S(=O)(=O)N(C)Cc2ccccc2)c(C)n(C)c1C	1	-1	9	1	-1	3	1	3	6
25	Cc1ccc(C(=O)C2=C(O)C(=O)N(Cc3cccnc3)C2c2ccc(Cl)c(Cl)c2)o1 (centres undefined)	0	1	-3	-9	0	5	6	-7	3
26	Cc1ccc(S(=O)(=O)N(C)C)cc1NC(=O)CCc1c[nH]c2ccccc12	0	-1	5	-2	1	-1	-3	9	-5
27	C/C(=N\Nc1ccc([N+](=O)[O-])cc1)c1ccc2c(c1)OCO2	6	-3	4	-5	-1	5	0	22	2
28	COc1ccc(N2CSC3=C(C#N)C(c4cc(OC)ccc4OC)CC(=O)N3C2)c(OC)c1 (centres undefined)	1	9	11	-4	-1	11	31	14	6
29	COC(=O)c1cc(OC)c(OC)cc1NC(=S)Nc1cccc(C(C)=O)c1	-3	-4	1	7	-1	3	2	2	4
30	CCN(CC)CCn1c(=S)[nH]c2cc(C(=O)N3CC=C(c4ccccc4)CC3)ccc2c1=O	·	2	·	-1	1	-2	-2	6	·

Brought forward from above: 6 entries; new compounds follow.
entry	SMILES	PAFAH1B2 FP inh	LYPLA2 counter	PAFAH1B3 inh	PAD4 inh	LYPLA1 inh	pPAFAH FP inh	GSTO1 counter	PREPL inhibitor	PAFAH2 FP inh
25	Cc1ccc(C(=O)C2=C(O)C(=O)N(Cc3cccnc3)C2c2ccc(Cl)c(Cl)c2)o1 (centres undefined)	0	1	-3	-9	0	5	6	-7	3
26	Cc1ccc(S(=O)(=O)N(C)C)cc1NC(=O)CCc1c[nH]c2ccccc12	0	-1	5	-2	1	-1	-3	9	-5
27	C/C(=N\Nc1ccc([N+](=O)[O-])cc1)c1ccc2c(c1)OCO2	6	-3	4	-5	-1	5	0	22	2
28	COc1ccc(N2CSC3=C(C#N)C(c4cc(OC)ccc4OC)CC(=O)N3C2)c(OC)c1 (centres undefined)	1	9	11	-4	-1	11	31	14	6
29	COC(=O)c1cc(OC)c(OC)cc1NC(=S)Nc1cccc(C(C)=O)c1	-3	-4	1	7	-1	3	2	2	4
30	CCN(CC)CCn1c(=S)[nH]c2cc(C(=O)N3CC=C(c4ccccc4)CC3)ccc2c1=O	·	2	·	-1	1	-2	-2	6	·
31	CCOC(=O)N1CCN(CC(=O)c2c(C)[nH]c3ccccc23)CC1	7	5	-4	-1	2	4	-7	-1	-1
32	Cc1ccc(SCc2cc(=O)[nH]c(/N=C(\N)Nc3cccc4ccccc34)n2)cc1	7	-3	2	0	-6	1	0	3	-1
33	CCN(C(=O)COC(=O)CSc1ccc(C(N)=O)cc1[N+](=O)[O-])C1CCCCC1	11	8	12	1	1	4	5	1	1
34	CCC(=O)Nc1nnc(/C=C/c2ccc(OC)cc2)s1	3	0	10	8	0	2	-4	-3	5
35	CC(=O)Nc1ccc(S(=O)(=O)NCC(=O)OCC(=O)NC23CC4CC(CC(C4)C2)C3)cc1	14	-1	3	-3	0	3	5	3	0
36	CC1(C)OC(=O)N(c2ccccc2)C12C=Cc1c(ccc3ccccc13)O2 (centres undefined)	-3	1	8	-4	-4	9	2	12	-5
37	Cc1nc2nc(-c3ccccc3)[nH]n2c(=O)c1C	4	-2	1	4	0	4	-3	3	2
38	O=C(Nc1nnc(-c2ccncc2)o1)c1ccc(Br)s1	0	8	14	-4	1	6	3	-13	11
39	COc1ccc(C(C#N)(CCC#N)CCC#N)cc1OC	0	1	4	-2	0	-1	-11	-1	-4
40	O=C1C2C3C=CC(C3)C2C(=O)N1CCN1CCN(S(=O)(=O)/C=C/c2ccccc2)CC1 (centres undefined)	-2	4	3	-3	-2	1	-2	6	-5
41	C[C@@H]1CN([C@H](C)CO)C(=O)c2cccc(NC(=O)Nc3ccc(F)cc3)c2O[C@H]1CN(C)C(=O)Nc1ccc(C(F)(F)F)cc1	50*	·	6	-1	·	-9	·	15	0
42	CCCCNc1cc(C)oc(=O)c1C(C)=O	3	-1	8	3	0	3	1	7	-1
43	CSc1ncccc1C(=O)N1CCN(S(=O)(=O)c2ccccc2)CC1	6	3	2	-1	0	7	4	-4	9
44	CCOC(=O)COc1ccc2c(c1)c(C(C)=O)c(C)n2-c1ccc(OC)cc1	5	-3	8	-3	-4	19	0	7	-10
45	O=C(NC1CC2CCCC(C1)N2Cc1ccccc1)c1cccc(F)c1 (centres undefined)	1	5	2	-3	2	-1	0	-8	-1
46	CCN(CC)c1ccc(N=C2C(=O)Nc3ccccc32)cc1	0	0	4	13	-1	29*	85*	24	5
47	CCOc1ccc(S(=O)(=O)NCc2ccccc2)cc1C(N)=O	-1	-9	10	4	-2	-7	-2	12	-1
48	COc1ccc(N2CCN(C(=O)CSc3ncn[nH]3)CC2)cc1	4	3	1	-5	2	5	12	15	4
49	CCc1cccc(OCC(=O)Nc2ccc(C)c(S(=O)(=O)N3CCCCCC3)c2)c1	-4	-44	-10	5	-23	-6	-17	8	-16
50	COc1cc(C(=O)COC(=O)c2ccc([N+](=O)[O-])o2)cc(OC)c1OC	5	·	13	-9	·	7	·	5	-2

2 records picked at random from the list so far:
entry	SMILES	PAFAH1B2 FP inh	LYPLA2 counter	PAFAH1B3 inh	PAD4 inh	LYPLA1 inh	pPAFAH FP inh	GSTO1 counter	PREPL inhibitor	PAFAH2 FP inh
39	COc1ccc(C(C#N)(CCC#N)CCC#N)cc1OC	0	1	4	-2	0	-1	-11	-1	-4
34	CCC(=O)Nc1nnc(/C=C/c2ccc(OC)cc2)s1	3	0	10	8	0	2	-4	-3	5

Part of the list above with just PAD4 inh, LYPLA2 counter and LYPLA1 inh.
entry	Molecule	PAD4 inh	LYPLA2 counter	LYPLA1 inh
49	CCc1cccc(OCC(=O)Nc2ccc(C)c(S(=O)(=O)N3CCCCCC3)c2)c1	5	-44	-23
50	COc1cc(C(=O)COC(=O)c2ccc([N+](=O)[O-])o2)cc(OC)c1OC	-9	·	·

Assay outcomes deposited in PubChem BioAssay by The Scripps Research Institute Molecular Screening Center.

These rows are one share of the data. The share of hits here may be higher or lower than overall.
